# Rv3671c inh = Rv3671c serine protease inhibitors, primary screen, biochemical, fluorescence polarization, M. tuberculosis H37Rv. P9WHR9. inhibition, % at 5.96 µM. 0.048% of 320,000 active. AID 2606, 2010; in the data active = inhibition above about 38%;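 note: extracellular domain of Rv3671c used as enzyme; 0% = enzyme with DMSO and 100% = no enzyme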
# Target sequence (P9WHR9 whole entry, looked up, the tested form may be a part): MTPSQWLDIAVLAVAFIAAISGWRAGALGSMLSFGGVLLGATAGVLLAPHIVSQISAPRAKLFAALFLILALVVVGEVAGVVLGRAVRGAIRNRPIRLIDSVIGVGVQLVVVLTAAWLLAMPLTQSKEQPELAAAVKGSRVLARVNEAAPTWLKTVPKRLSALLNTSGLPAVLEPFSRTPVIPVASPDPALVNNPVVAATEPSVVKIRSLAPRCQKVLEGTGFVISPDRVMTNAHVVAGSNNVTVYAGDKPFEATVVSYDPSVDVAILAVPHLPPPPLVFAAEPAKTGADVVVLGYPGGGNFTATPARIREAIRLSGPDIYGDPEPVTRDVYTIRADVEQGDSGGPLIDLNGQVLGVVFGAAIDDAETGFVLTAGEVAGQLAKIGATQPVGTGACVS
# PrPC surface inh = inhibitors of human cell surface prion protein PrPC, primary screen, cell-based, TR-FRET | TR-FRET read-out | inhibition, % at 13.8 µM | Major prion protein (Homo sapiens), P04156 | 0.43% of 370,000 active | AID 720596, 2013; in the data active = inhibition above about 24%; note: 0% = median of the test wells and 100% = reference compound wells
# Vc quorum ag = inducers of Vibrio cholerae quorum light production without autoinducers, primary screen, BH1578 luxS cqsA deficient, single point; V. cholerae BH1578 lux reporter, luminescence, 6 h; activation, % at 18.7 µM; 0.16% of 350,000 active; AID 588436, 2011; in the data active = activation mostly above about 9.7%, no sharp cut-off; note: not every result past the cut was called active; inactives centre near 0; reference of the scale not given here
# DUSP3 inh = VHR1 phosphatase inhibitors, primary screen, biochemical, absorbance, uHTS. Dual specificity protein phosphatase 3 (Homo sapiens), P51452. inhibition, % at 13.3 µM. recombinant VHR phosphatase, pNPP absorbance. 0.52% of 290,000 active; in the data active = inhibition above about 50%; note: some compounds called inactive have numbers as strong as hits
# Target sequence (P51452 whole entry, looked up): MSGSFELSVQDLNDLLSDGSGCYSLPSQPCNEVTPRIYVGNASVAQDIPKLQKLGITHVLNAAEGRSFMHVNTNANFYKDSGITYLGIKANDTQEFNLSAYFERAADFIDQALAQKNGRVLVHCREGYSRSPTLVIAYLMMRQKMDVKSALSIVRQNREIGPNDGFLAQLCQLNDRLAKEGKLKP
# 3CLpro inhibitor = SARS-CoV 3CLpro protease inhibitors, primary screen, biochemical, quenched FRET. Replicase polyprotein 1ab (Severe acute respiratory syndrome coronavirus), P0C6X7. recombinant SARS-CoV 3CLpro, quenched FRET peptide cleavage. inhibition, % at 6 µM. 0.14% of 290,000 active; in the data active = inhibition above about 12%
# TcdB inh = TcdB glycohydrolase inhibitors, primary screen, biochemical, single point, plate reader; TcdB glycohydrolase enzymatic assay; inhibition, % at 9.99 µM; 0.24% of 350,000 active; AID 652162, 2013; in the data active = inhibition above about 10%
# CCHFV vOTU inh = CCHFV vOTU protease inhibitors, primary screen, biochemical, Pep-AMC substrate, fluorescence; Crimean-Congo hemorrhagic fever virus L polyprotein viral ovarian tumor (vOTU) protease …; inhibition, % at 11.5 µM; AID 651958, 2012; 0.55% of 370,000 active; in the data active = inhibition above about 30%; note: 0% = vehicle wells with enzyme and 100% = no enzyme wells
# PriA SSB inh = inhibitors of Klebsiella pneumoniae PriA binding to SSB C-terminal tail, primary screen, biochemical, AlphaScreen; AlphaScreen SSBct-PriA binding, biotinylated peptide; inhibition, % at 33 µM; AID 1272365, 2023; PriA–SSB C-terminal tail interaction (Klebsiella pneumoniae); 0.6% of 430,000 active; in the data active = inhibition mostly above about 37%, no sharp cut-off; inactive = mostly below about 20%;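 note: plate controls were negative control peptide for no effect and reference peptide for full effect; strong numbers were not always called active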
# Y pestis TopoI = Yersinia pestis topoisomerase I inhibitors, primary screen, biochemical, cleavage product accumulation, plate reader, single point. Y. pestis Topo-I cleavage product accumulation. 0.064% of 360,000 active. AID 504884, 2011. DNA topoisomerase I (Yersinia pestis CO92). activity, % at 10 µM; in the data active = activity above about 50%, passing the limit was not always enough; note: inactives centre near 2
# MazEF act = activators of E. coli MazEF toxin-antitoxin RNase, primary screen, biochemical, fluorescence, uHTS. Endoribonuclease toxin MazF (Escherichia coli (strain K12)), P0AE70. FAM/BHQ RNA-DNA oligo cleavage fluorescence, 5 h. activation, % at 20 µM. 0.32% of 350,000 active. AID 504720, 2011; in the data active = activation above about 50%
# Target sequence (P0AE70 whole entry, looked up): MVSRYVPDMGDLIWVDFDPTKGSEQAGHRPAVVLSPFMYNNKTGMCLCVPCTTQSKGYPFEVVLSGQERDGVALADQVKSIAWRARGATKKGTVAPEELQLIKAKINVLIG
# * hit, by the source's call; i = inactive; . = no result given; & = joins results of further samples. This is a subset; the hit share may differ from the screen's.
# Values run as follows: Rv3671c inh	PrPC surface inh	Vc quorum ag	DUSP3 inh	3CLpro inhibitor	TcdB inh	CCHFV vOTU inh	PriA SSB inh	Y pestis TopoI	MazEF act
COc1ccc(C)cc1NC(=O)CC(NC(C)=O)c1ccccc1 (stereo unspecified)
→ -5	4	i	1	-2	-0.7	-4	4	0	2
O=[N+]([O-])c1ccc(SCCc2ccncc2)cc1
→ -3&-8	-16&-14	-0.8	10&25	4&-2	1.0&1.3	-4&2	-1	-2&-8	-4&7
O=[N+]([O-])c1ccc(/C=N/Nc2nc(N3CCCCC3)nc(N3CCCCC3)n2)o1
→ -7	-3	i	6	-1	.	10	.	-1	7
Cc1ccccc1NC(=O)C(=O)NNC(=O)COc1ccc2ccccc2c1
→ -16	6	-0.4	2	-1	1.2	12	-13	0	-1
O=C(COC(=O)[C@@H]1CCCN1S(=O)(=O)c1ccccc1F)Nc1ccc(OC(F)F)cc1
→ -9	-3	-0.4	9	4	1.2	13	-3	3	2
C[C@@H]1CN([C@H](C)CO)C(=O)c2cc(NC(=O)NC3CCCCC3)ccc2O[C@H]1CN(C)S(C)(=O)=O
→ 6	-5	-0.8	.	.	-0.8&-0.5	-2	-6	7	-7
COc1ccc(C(CC(=O)c2ccc(C)cc2)C(C#N)C#N)cc1OC (stereo unspecified)
→ -11	-3	-0.7	-11	-4	.	-11	24	0	-6
COC(=O)c1c(C)nn(-c2ccccc2)c1-n1cccc1
→ 2	0	i	-2	4	.	5	-22	-4	1
CCOC(=O)c1cc(-c2ccccc2)sc1NC(=O)COC
→ 1	1	i	-13	-2	0.5	-11	-25	2	-3
O=C(CSc1nc2nccnc2c(=O)n1Cc1cccs1)Nc1ccccc1
→ -7	-7	-0.3	-14	3	2.1	9	5	5	-1
O=C(NC1CCCCC1)C(c1ccccc1F)N(Cc1ccco1)C(=O)c1ccccn1 (stereo unspecified)
→ -1	6	-0.2	22	-3	-3.4	7	4	0	0
O=C(NCC(O)c1ccccc1)c1ccccc1 (stereo unspecified)
→ 3	1	i	1	2	0.4	-6	-7	-2	4
CCc1noc(C)c1C(=O)NNC(=O)COc1ccccc1C
→ 0	-8	i	.	.	1.1	-6	-9	0	-5
c1ccc(-c2nc3c(ccc4ccccc43)[nH]2)nc1
→ 24	0	-0.6	20	0	.	-14	0	-8	11
CSCCC(NC(=O)COc1ccccc1)C(=O)NCCOc1ccc(C)cc1 (stereo unspecified)
→ .	0	i	-2	-1	1.4	9	2	5	-13
O=C(CCCc1ccccc1)NCc1ccc2c(c1)OCO2
→ .	5	i	13	-2	1.5	4	-3	-11	-16
Cc1oc(-c2cccs2)nc1CN1CC[C@@](O)(c2ccccc2)[C@H]2CCCC[C@@H]21
→ -1	3	-0.5	22	0	.	-5	-2	4	10
CC(=O)Nc1ccc(OC(=O)Cc2ccc(Cl)cc2)cc1
→ 27	-7	i	-8	-1	-0.8	7	-15	-7	2
COc1ccc(Cl)cc1C(=O)C1CCCN(Cc2cnc(N3CCOCC3)s2)C1 (stereo unspecified)
→ 10	-1	-0.2	-3	1	3.7	6	-4	28	-4
CC1CC(Nc2ccccc2)=CC(=O)O1 (stereo unspecified)
→ 13	-1	i	-4	2	.	-8	-16	-7	5

# Complete entries from above.
# Record of CCOC(=O)c1cc(-c2ccccc2)sc1NC(=O)COC : Rv3671c inh: 1; PrPC surface inh: 1; Vc quorum ag: i; DUSP3 inh: -13; 3CLpro inhibitor: -2; TcdB inh: 0.5; CCHFV vOTU inh: -11; PriA SSB inh: -25; Y pestis TopoI: 2; MazEF act: -3
# Record of O=C(NCC(O)c1ccccc1)c1ccccc1 (stereo unspecified) : Rv3671c inh: 3; PrPC surface inh: 1; Vc quorum ag: i; DUSP3 inh: 1; 3CLpro inhibitor: 2; TcdB inh: 0.4; CCHFV vOTU inh: -6; PriA SSB inh: -7; Y pestis TopoI: -2; MazEF act: 4

# New compounds follow:
# Values run as follows: Rv3671c inh	PrPC surface inh	Vc quorum ag	DUSP3 inh	3CLpro inhibitor	TcdB inh	CCHFV vOTU inh	PriA SSB inh	Y pestis TopoI	MazEF act
Cc1ccc(NC(=O)N/C=C/c2ccco2)cc1C
→ -7	-4	-3.8	-4	2	.	8	0	-11	11
CCCCNCc1ccc(SC)cc1
→ 2	-5	i	24	1	.	-9	-6	5	4
COc1ccc(CN2C(=O)c3cccnc3C2=O)cc1S(=O)(=O)N1CCOc2ccccc21
→ 2	-7	0.9	-4	6	1.6	7	-5	34	6
CCN(CC(=O)NCc1ccccn1)S(=O)(=O)c1ccc(OC)cc1
→ 0	1	-0.3	35	-1	0.1	7	-10	-4	1
CCN(CC)C(=O)CC(c1ccc(OC)cc1)c1c(OC)cc(OC)c2ccc(=O)oc12 (stereo unspecified)
→ 8	0	-0.9	7	.	1.4	6	-10	21	-6
O=S(=O)(N/N=C/c1cccc(OC2CSC2)c1)c1ccccc1
→ 2	0	-0.4	1	7	0.3	-6	.	1	1
O=C(CSc1nc2ccccc2c(=O)n1CCCO)Nc1ccc2c(c1)OCCO2
→ .	5	i	.	.	-2.1	6	0	25	6
COc1cc2c(cc1OC)C(C)N(S(=O)(=O)c1cn(C)cn1)CC2 (stereo unspecified)
→ 2	-4	0.5	18	1	0.3	0	-6	8	11
CC(=O)Nc1cccc(OCC(=O)NCCC2=CCCCC2)c1
→ -3	-5	-0.3	34	3	0.1	5	6	9	-11
Cn1cc(Cl)cc(C(=O)Nc2ccccc2)c1=O
→ 1	-5	-1.5	45	-3	5.9	-12	7	-3	6
Cc1ccc(S(=O)(=O)N2c3ccccc3OCC2c2ccccc2)cc1 (stereo unspecified)
→ -21	2	-2.2	13	1	.	-2	-16	-1	8
COC(=O)c1ccc(C(=O)OC)c(NC(=S)N2CCN(C)CC2)c1
→ 7	-2	-0.2	12	1	0.8	-63	-15	-1	2
O=C(Nc1nc2ccc([N+](=O)[O-])cc2s1)c1ccncc1
→ -3	-1	i	17	0	2.3	-5	-12	-3	-6
COc1cc(CC(=O)OCC(=O)N2CCCCC2C)cc(OC)c1OC (stereo unspecified)
→ -5	3	i	17	-4	-12	11	4	0	-10
N#Cc1c(N)n[nH]c1-c1cc2c([nH]1)CCCC2
→ 5	-4	-0.8	18	5	.	2	10	-1	4
Cc1nc(C)c(NC(=O)OC(C)C)cc1NC(=O)OC(C)C
→ -1	5	-0.3	9	1	1.2	0	1	-1	2
CCN=c1sc(C(=O)Nc2ccccc2)c(C)n1CC
→ 8	9	i	-19	-1	-5.1	7	-1	2	0
O=C(CC1C(=O)NCCN1Cc1ccccc1C(F)(F)F)NC1CCC1 (stereo unspecified)
→ -8	8	i	24	-2	0.6	10	3	9	-7
CC(=O)Nc1nc(CCC(C)C)cc2c1c(=O)oc1ccccc12
→ -3	7	i	20	-1	0.0	13	-18	4	2
Cn1c(=O)c2c(ncn2CC(=O)OCC(=O)NC(c2ccccc2)c2ccccc2)n(C)c1=O
→ 12	-2	i	-9	1	-0.6	-10	-8	-3	0
CCN1C=CC2=C(C#N)C(N)C(C#N)(C#N)C(c3ccccc3C(F)(F)F)C2C1 (stereo unspecified)
→ -1	-6	2.4	40	-1	.	-16	0	6	-50
Clc1cccc(Cl)c1C[n+]1cccc2ccccc21
→ 2	-9	i	.	.	0.8	4	-5	-1	-48
CCN1C(=O)[C@H]2[C@@H](c3ccc(C)cc3)N3C(=O)N(c4cccc(Br)c4)C(=O)[C@@]3(CC(C)C)[C@H]2C1=O
→ -5	4	i	.	.	1.3	4	-1	3	0
Cc1cccc(NC(=O)CCN2CCOCC2)c1
→ 0	5	i	17	-1	.	18	4	-8	-9
CN(CC1CCN(CCc2cccc(C(F)(F)F)c2)CC1)C(=O)c1ccccc1
→ -5	-10	-4.3	5	-3	-0.1	2	1	7	2
CCOC(=O)N1CCN(C(=O)C2CCCN(S(=O)(=O)c3c(C)cc(C)cc3C)C2)CC1 (stereo unspecified)
→ -3	7	i	0	-3	1.8	-7	3	37	-3
COc1c(O)cccc1[C@H](O)C1CCN(CCc2ccc(F)cc2)CC1
→ 6	-1	i	.	.	1.1	5	-2	-9	-8
O=C(Nc1cccc2cccnc12)c1ccc(Br)o1
→ -4	-3	-0.5	-1	-4	.	2	-15	9	-2
COc1ccc(CCNS(=O)(=O)c2ccc3c(c2)NC(=O)CCS3)cc1OC
→ -2	5	-0.4	34	-2	0.3	2	0	-9	3
COc1ccccc1OCC(=O)N1CCCC(Nc2ccc(C)c(C)c2)C1 (stereo unspecified)
→ 5	2	i	14	-2	0.8	-4	19	22	-6
CC(=O)c1ccc(S(=O)(=O)N2CCN(C)CC2)cc1
→ -2	-1	-2.0	16	2	1.8	4	-14	6	7
CCc1c(C)nc2ncnn2c1N1CCCC(C(=O)Nc2cc(F)ccc2C)C1 (stereo unspecified)
→ -7	3	i	22	-3	.	1	-8	5	9
O=C(C1CC(=O)N(c2ccc(F)c(Cl)c2)C1)N1CCOCC1 (stereo unspecified)
→ .	5	-0.6	.	.	1.1	-2	.	7	5
Cc1ccc(NC(=O)C2=CC=CN3CCS(=O)(=O)N=C23)cc1
→ 0	-2	-1.6	.	.	-1.7	12	0	3	7
CCCCC(=O)N/N=C(/C)C1=C(C)C(C)(C)OC1=O
→ 0	1	-0.4	5	1	-0.8	6	.	-7	10
COc1ccc(S(=O)(=O)Nc2cc3c4c(c2)CCC(=O)N4CCC3)cc1C
→ -1	7	-0.8	.	.	-0.7	-1	8	-1	2
O=C(NNc1ccc([N+](=O)[O-])cc1)c1ccco1
→ 1	-8	-2.3	32	2	-8.7	1	-3	-5	-1
Cc1nc2c(C#N)c[nH]n2c(=O)c1CCO
→ 1	2	-0.5	0	4	-4.3	14	-4	0	6
Cc1noc(NS(=O)(=O)c2ccc(NC(=O)C(F)(F)C(F)(F)C(F)(F)F)cc2)c1C
→ 4	-6	-0.4	.	.	1.7	1	-7	-1	5
O=C(CNS(=O)(=O)c1ccc(F)cc1)Nc1ccc(C(F)(F)F)cc1
→ -12	15	-0.1	7	-2	.	-1	-2	6	9
CC(C)c1ccc(OCC(=O)N(Cc2ccccc2)c2ccccn2)cc1
→ 14	-3	-0.4	5	6	1.1	1	-88&-48&-33	-5	3
CCn1c(C)nc2c(=O)oc3ccccc3c21
→ 9	-4	i	10	3	.	-3	-9	-5	10
CCCNC(=O)N1[C@H]2CC[C@@H]1C(C(=O)OC)=C(c1ccc(S(C)(=O)=O)cc1)C2
→ 2	-3	-2.9	.	.	.	0	-6	7	1
O=C(O)c1cccc(Nc2nc(-c3ccccc3)nc3ccccc23)c1
→ -5	15	-0.6	7	-3	-12	8	-14	-8	3
CCN(CC)CCNC(=O)Cn1nc(-c2ccccc2)c2ccccc2c1=O
→ 7	-8	-0.2	22	2	.	6	-13	9	7
COc1cc2c(C(=O)NCCCN3CC(C)CC(C)C3)cn(CC(C)C)c(=O)c2cc1OC (stereo unspecified)
→ -2	-2	i	15	1	.	-3	2	1	9
O=C(Nc1ccc(Cl)cn1)c1ccc(Br)c(S(=O)(=O)N2CCCCC2)c1
→ -8	-2	-0.3	-5	-6	-0.6	-1	-17	5	10
Fc1cccc(Cl)c1CNCc1cccnc1
→ -4	10	-0.7	49	-6	-0.2	-8	-10	1	4
CCc1nnc(NC(=O)c2cnccn2)s1
→ -8	-2	-7.1	12	1	.	6	-9	3	-2
Cc1noc(C)c1COc1cccc(C(=O)OCCOc2ccc(F)cc2)c1
→ 0	6	-0.1	-11	-1	.	14	-51	0	5
CC(=O)N1CCCc2cc(S(=O)(=O)NC(C(=O)NCc3ccc(C)cc3)C(C)C)ccc21 (stereo unspecified)
→ -5	9	-0.7	14	1	.	-3	-13	-5	-11
